# Screens deposited in PubChem BioAssay by Sanford-Burnham Center for Chemical Genomics.
# UBC13 inh: human UBC13 polyubiquitination inhibition; UBC13 polyubiquitin chain formation, TR-FRET; inhibition, % at 20 µM; hit rate 0.47% among 330,000; AID 485273; in the data active means inhibition above about 45%, passing the limit was not always enough
# Target sequence (P61088 whole entry, looked up): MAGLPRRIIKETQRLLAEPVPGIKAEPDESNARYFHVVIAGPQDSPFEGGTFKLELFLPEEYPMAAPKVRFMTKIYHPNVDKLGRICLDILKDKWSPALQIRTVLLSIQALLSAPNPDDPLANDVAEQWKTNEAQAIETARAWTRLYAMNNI
# SENP8 inh: inhibitors of human SENP8 protease; Q96LD8; purified SENP8, Z-RLRGG-aminoluciferin cleavage, luminescence; inhibition, % at 10 µM; hit rate 1.2% among 330,000
# Target sequence (Q96LD8 whole entry, looked up): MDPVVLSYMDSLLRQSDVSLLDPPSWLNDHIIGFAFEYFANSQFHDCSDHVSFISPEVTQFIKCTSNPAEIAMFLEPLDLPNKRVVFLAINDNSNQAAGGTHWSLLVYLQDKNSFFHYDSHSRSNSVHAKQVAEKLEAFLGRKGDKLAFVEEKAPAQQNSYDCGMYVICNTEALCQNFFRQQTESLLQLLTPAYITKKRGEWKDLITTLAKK
# Apaf1 inhib: human Apaf-1 inhibition | AID 489030 | O14727 | inhibition, % at 20 µM | reconstituted apoptosome caspase-3 activity, DEVD-Rh110 fluorescence | hit rate 0.71% among 330,000; active means inhibition of at least 40% at 20 µM;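 further: plate controls were DMSO wells for no effect and DEVD-CHO caspase inhibitor wells for full effect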
#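 System: Apoptosome proteins | Medium: Hepes pH 7.5 with detergent and BSA | Also added: Cytochrome c trigger plus (Z-DEVD)2-Rh110 caspase-3 substrate | Incubation: 30 min compound preincubation, 50 min activation, room temperature | Detection: Rhodamine 110 fluorescence at Ex 480/Em 540 nm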
# Jurkat NFkB inh: inhibitors of the PMA/ionomycin-induced NF-kB reporter in Jurkat cells. PMA/ionomycin-induced NF-kB luciferase reporter, luminescence. inhibition, % at 4 µM. AID 435003. hit rate 0.53% among 330,000
# 697 NFkB inh: lowers PMA/ionomycin-induced NF-kB signal in 697 B cells | hit rate 0.33% among 330,000 | 697 B-cell NF-kB luciferase reporter, 16 h | inhibition, % at 4 µM; in the data active means inhibition above about 35%
# HKDC1 inhibitor: HKDC1 (human) hexokinase inhibition; AID 493160; hit rate 0.16% among 340,000; inhibition, % at 20 µM; recombinant HKDC1, G6PDH/diaphorase resazurin coupled fluorescence;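 active means inhibition above about 35% when tested at 20 µM, limit read from the data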;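 further: plate controls were DMSO wells with enzyme for no effect and DMSO wells lacking enzyme for full effect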
#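 Assay system – recombinant HKDC1 (HK5) hexokinase enzyme, produced in-house · Input – HKDC1 at 5 µg/mL · Reagent – glucose plus 1 mM ATP as hexokinase substrates · Timing – 90 min reaction incubation at room temperature, dark · Measured by – G6PDH/diaphorase-coupled fluorescence, 1 mM NADP, 100 µM resazurin, 525/613 nm · Benchmarks – DMSO-enzyme wells negative, buffer-substituted wells positive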
# Gli-Sufu antag: Gli-Sufu pathway antagonism | Sufu-KO-LIGHT fibroblasts, Gli luciferase reporter luminescence | inhibition, % at 5 µM | hit rate 0.74% among 340,000 | AID 588413;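 active means inhibition above about 55%, limit read from the data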;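 further: 0% = DMSO-treated cells and 100% = wells with medium but no cells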
# SENP7 inh: blocks the human protease SENP7; recombinant SENP7, Z-RLRGG-aminoluciferin luminescence, 40 min; inhibition, % at 5 µM; hit rate 1.5% among 330,000; AID 434973;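 active means inhibition above about 50% at the single test dose, limit read from the data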;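 further: plate controls were DMSO with enzyme for no effect and no enzyme buffer wells for full effect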
# Target sequence (Q9BQF6 706-1050 limits assumed): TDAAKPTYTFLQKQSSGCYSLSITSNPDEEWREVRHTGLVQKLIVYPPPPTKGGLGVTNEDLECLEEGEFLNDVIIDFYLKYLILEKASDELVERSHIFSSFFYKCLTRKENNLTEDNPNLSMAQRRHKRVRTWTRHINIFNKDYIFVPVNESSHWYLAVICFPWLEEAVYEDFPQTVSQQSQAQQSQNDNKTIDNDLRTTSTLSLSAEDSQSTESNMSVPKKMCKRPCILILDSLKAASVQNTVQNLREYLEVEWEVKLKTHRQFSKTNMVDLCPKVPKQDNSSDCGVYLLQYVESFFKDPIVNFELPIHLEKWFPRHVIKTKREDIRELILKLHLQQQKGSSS
# Active calls of the source: *; nt = not tested or not shown. Unless noted, no stated cut-off is given here; in the data, active means inhibition above about 50%; inactive means the rest.
# Value order – SENP7 inh | Jurkat NFkB inh | Apaf1 inhib | Gli-Sufu antag | HKDC1 inhibitor | SENP8 inh | 697 NFkB inh | UBC13 inh
- COc1ccc(S(=O)(=O)N2CC(C)OC(C)C2)cc1C(=O)N1CCCCC1 (centres undefined)
→ -9 | 11 | -11 | -6 | -6 | 0 | 20 | 5
- CC(C)CC1C(C#N)=C(N)OC2=C1C(=O)CC(c1ccccc1)C2 (centres undefined)
→ -1 | -2 | 12 | -15 | -3 | -12 | 1 | -7
- O=C(Nc1ccccn1)c1ccc2c(c1)S(=O)(=O)c1ccccc1C2=O
→ -9 | -21 | 2 | 23 | -7 | -3 | 3 | 3
- CCC1(C(=O)O)NC(c2cccc(OC)c2O)C2C(=O)N(c3ccccc3)C(=O)C21 (centres undefined)
→ 3 | -2 | -2 | -8 | -7 | -5 | -15 | -2
- O=S(=O)(c1ccc(Oc2ccccc2)cc1)N1CCOCC1
→ -6 | 5 | 7 | 0 | 7 | -8 | -17 | -7
- C[C@@H]1O[C@@H](OCCC(=O)O)[C@H](O)C[C@H]1O
→ 6 | 5 | 10 | 20 | 1 | 3 | 13 | 2
- CNC(=O)COC(=O)c1ccccc1Nc1ccccc1
→ 4 | 0 | -5 | -12 | -2 | -5 | 11 | 18
- O=c1[nH]c(/C(Cl)=C/c2cccc(F)c2)nc2cc(C(F)(F)F)ccc12
→ 24 | -8 | 10 | 28 | -5 | 7 | -17 | -2
- CC(=O)NS(=O)(=O)c1ccc(NC(=S)Nc2ccccc2)cc1
→ 0 | -8 | -8 | -4 | -5 | 1 | -1 | 2
- COc1ccc(CCn2c(-c3ccc(C(C)(C)C)cc3)n[nH]c2=S)cc1OC
→ 1 | 1 | 6 | 8 | -2 | 0 | -15 | -4

# (more compounds)
# Value order – SENP7 inh | Jurkat NFkB inh | Apaf1 inhib | Gli-Sufu antag | HKDC1 inhibitor | SENP8 inh | 697 NFkB inh | UBC13 inh
- Cc1ccc(N(C(C)C(=O)N2CCCC2)S(C)(=O)=O)cc1 (centres undefined)
→ -17 | -15 | 9 | -3 | -4 | -8 | -29 | -10
- COc1ccc2c(c1)c(CC(=O)Nc1ccc(C)cc1)c(C)n2C(=O)c1ccc(Cl)cc1
→ 5 | 5 | 19 | 3 | -6 | 3 | -23 | 11
- COc1ccc2c(c1)c(/C=N/Nc1ccc(C(=O)O)cc1)c(C)n2C
→ 8 | 3 | 4 | -7 | 4 | -5 | -22 | -4
- Cc1cc(NC(=O)COC(=O)C2CC(=O)N(c3cccc(Cl)c3)C2)no1 (centres undefined)
→ -8 | -29 | -1 | -4 | 0 | -7 | -14 | -9
- N=c1c(S(=O)(=O)c2ccc(Cl)cc2)cc2c(=O)n3ccccc3nc2n1CC1CCCO1 (centres undefined)
→ 1 | -15 | 17 | 13 | -5 | -4 | -14 | 0
- CN(CC(=O)Nc1ccccc1Cl)C(=O)COC(=O)c1ccc(C(F)(F)F)cc1
→ -5 | 1 | 12 | -9 | -3 | -5 | -4 | -11
- Cc1nnc(SCC(=O)NC(=O)NCCC(C)C)s1
→ -3 | 6 | 5 | -4 | -10 | -7 | 13 | -9
- CCn1ncc(NC(=O)Nc2cccc(C(F)(F)F)c2)c1C(N)=O
→ -3 | -16 | -1 | -7 | -2 | -13 | 9 | -6
- O=C(NC(=S)N1CCCCCC1)c1ccccc1
→ -13 | 13 | -10 | 3 | -7 | -4 | 20 | 0
- Cc1nc(NC(=O)CSc2nnc(C)n2CC2CCCO2)sc1C (centres undefined)
→ 0 | -1 | -4 | 2 | -5 | -4 | -7 | -3

# Carrying on:
# Value order – SENP7 inh | Jurkat NFkB inh | Apaf1 inhib | Gli-Sufu antag | HKDC1 inhibitor | SENP8 inh | 697 NFkB inh | UBC13 inh
- Cc1cc(C)n2nc(C(=O)N/N=C/c3cccc(Cl)c3)nc2n1
→ -10 | -3 | 3 | 0 | 8 | 1 | 10 | -10
- O=C(COC(=O)c1ccccc1Cc1ccccc1)NC1CCS(=O)(=O)C1 (centres undefined)
→ -5 | -2 | 10 | 4 | -7 | -3 | 3 | -5
- O=C(Nc1ccc(Cl)cc1C(=O)NCCN1CCOCC1)c1ccco1
→ -11 | -8 | -13 | 6 | 2 | -4 | 13 | -8
- CC1CCCCN1Cc1nc2c(c(=O)n(C)c(=O)n2C)n1CCCc1ccccc1 (centres undefined)
→ 6 | -5 | 17 | 5 | -6 | 1 | -2 | -6
- Cc1cc(C(=O)N2CCC(Cc3ccccc3)CC2)ccc1[N+](=O)[O-]
→ -3 | 0 | 8 | 5 | -11 | -2 | 15 | 6
- COc1ccc2nc(-c3ccco3)c(-c3ccco3)nc2c1
→ 4 | 8 | 39 | -3 | 27 | 22 | 8 | 7
- Cc1nc(N2CCCCC2)sc1C(=O)c1ccc(SCCO)c([N+](=O)[O-])c1
→ -5 | -13 | 0 | nt | 6 | 6 | -55 | -4
- CCN1CCN(S(=O)(=O)c2ccc(C(C)(C)C)cc2)CC1
→ -7 | -2 | 4 | nt | 0 | 6 | -2 | -2
- CC(NC(=O)c1ccc(-c2ccccc2)cc1)C(c1ccccc1)N1CCOCC1 (centres undefined)
→ 2 | 13 | 17 | 4 | 1 | -5 | 6 | 7
- CCOC(=O)c1nnc(-c2ccccc2)nc1Sc1c(Cl)cccc1Cl
→ 12 | -7 | 12 | 0 | 22 | -5 | -6 | -14

# Going on with the list:
# Value order – SENP7 inh | Jurkat NFkB inh | Apaf1 inhib | Gli-Sufu antag | HKDC1 inhibitor | SENP8 inh | 697 NFkB inh | UBC13 inh
- O=C(Nc1cccc(Br)c1)c1cc(S(=O)(=O)N2CCOCC2)cs1
→ 12 | -26 | 11 | -4 | -2 | -5 | -37 | 3
- O=C(Cn1c(=O)oc2cc(S(=O)(=O)N3CCCCC3)ccc21)N1CCc2ccccc2C1
→ 2 | 2 | 1 | -7 | 1 | 4 | 28 | 6
- Cc1cc(C)c2c(N)c(C(=O)NN3CC(=O)N(c4ccccc4F)CC3=O)sc2n1
→ -3 | 5 | 1 | -13 | 0 | -9 | 3 | 4
- CCc1cccc(C)c1NC(=O)COn1nnc2ccc(C(F)(F)F)cc21
→ -4 | 5 | -9 | 2 | -3 | -2 | 13 | 11
- O=C(O)COc1ccccc1/C=C1\C(=O)Nc2ccc(Br)cc21
→ -5 | 3 | 5 | -2 | 3 | 5 | 2 | 1
- Cc1ccc(NC2CCCN(C(=O)c3cccc(-c4ncc[nH]4)c3)C2)cc1C (centres undefined)
→ 2 | 1 | 10 | -6 | 0 | -2 | -8 | -6
- CN(Cc1ccccc1)C(=O)CNC(=O)C12CC3CC(CC(C3)C1)C2
→ -5 | -14 | -3 | -9 | -4 | 1 | 12 | 15
- O=C(Nc1nnc(-c2ccccc2Cl)o1)c1ccc(S(=O)(=O)N2CCCCCC2)cc1
→ 8 | 4 | 9 | 8 | 0 | 0 | -64 | -28
- COc1ccc(-c2nc(NC(=O)c3cc(C(C)(C)C)nn3C)sc2C)cc1
→ 0 | 21 | -9 | 14 | 7 | 2 | 9 | 17
- CSc1nc2ccc(S(=O)(=O)N3CCOCC3)cc2s1
→ -4 | -43 | -13 | -6 | 4 | 1 | -24 | 2

# The results go on.
# Value order – SENP7 inh | Jurkat NFkB inh | Apaf1 inhib | Gli-Sufu antag | HKDC1 inhibitor | SENP8 inh | 697 NFkB inh | UBC13 inh
- CN(C(=O)COc1ccc(C(C)(C)C)cc1)C1CCS(=O)(=O)C1 (centres undefined)
→ 0 | -3 | -7 | -3 | -12 | -4 | -8 | -6
- O=C(NCc1ccccc1)C1=C[C@@H](C2CCCCC2)C[C@@H](OCc2ccc(CO)cc2)O1
→ 9 | -22 | 31 | 33 | 0 | -8 | -9 | -8
- CCCCC(=O)Nc1ccc2c(c1)oc1ccccc12
→ 3 | -99 | 5 | -76 | -2 | -16 | -97 | 11
- Cc1nc2ncnn2c(C)c1C/C=C/c1ccccc1
→ 2 | -5 | -4 | -1 | -7 | 0 | -9 | 8
- COc1cccc(C2N(c3ccccn3)C(=O)C3CCCN32)c1OC (centres undefined)
→ 0 | 3 | 0 | -3 | 2 | -2 | 0 | 3
- Cc1ccc(NC(=O)CCC(=O)N/N=C/c2cc([N+](=O)[O-])ccc2O)cc1
→ 3 | 12 | -1 | -10 | -10 | 2 | 11 | -63
- COc1ccc(-c2noc(CNC(=O)Nc3ccc(F)cc3)n2)cc1
→ -1 | -11 | -11 | 4 | -3 | 2 | 3 | 12
- CCN1C(=O)C2(C(C#N)=C(N)Oc3n[nH]c(COC)c32)c2ccccc21 (centres undefined)
→ -1 | -7 | -17 | 1 | -4 | 3 | 15 | 1
- CC(C)(C)c1ccc(C(=O)c2c[nH]c(C(=O)NCc3ccco3)c2)cc1
→ 0 | -27 | 15 | -2 | -6 | -1 | -28 | -2
- COc1ccc(N2CCN(c3oc(COc4ccccc4Cl)nc3C#N)CC2)cc1
→ -14 | 0 | 17 | 5 | 2 | -20 | -22 | -9

# (list continues)
# Value order – SENP7 inh | Jurkat NFkB inh | Apaf1 inhib | Gli-Sufu antag | HKDC1 inhibitor | SENP8 inh | 697 NFkB inh | UBC13 inh
- CCOC(=O)C1CCCN(CCC(=O)Nc2ccc(C)c(C)c2)C1 (centres undefined)
→ 11 | 12 | -3 | 2 | -10 | -5 | 18 | 4
- CC(=O)N=c1sccn1CC(=O)c1ccc([N+](=O)[O-])cc1
→ 2 | 9 | -22 | 3 | -11 | 5 | 36* | 2
- N#CCCn1cc(C(CC(=O)c2ccccc2)C(=O)O)c2ccccc21 (centres undefined)
→ -13 | -9 | 9 | -2 | -2 | 1 | -6 | 0
- CCC(=O)N1CC2(CC(c3cccc([N+](=O)[O-])c3)=NO2)C[C@H]1C(=O)NCC(N)=O (some centres undefined)
→ 3 | -1 | 7 | -29 | -7 | 4 | 10 | 0
- Cc1ccc(C)c(OCCCC(=O)NC2CCCCC2)c1
→ -1 | 22 | 8 | -12 | 3 | -5 | 2 | -5
- Cc1ccc(C(=O)Nc2onc(C)c2C#N)cc1
→ 3 | 6 | -18 | -4 | -5 | 0 | 14 | 0

# Compounds shown so far with an aryl methoxy group:
# Value order – SENP7 inh | Jurkat NFkB inh | Apaf1 inhib | Gli-Sufu antag | HKDC1 inhibitor | SENP8 inh | 697 NFkB inh | UBC13 inh
- COc1ccc(S(=O)(=O)N2CC(C)OC(C)C2)cc1C(=O)N1CCCCC1 (centres undefined)
→ -9 | 11 | -11 | -6 | -6 | 0 | 20 | 5
- CCC1(C(=O)O)NC(c2cccc(OC)c2O)C2C(=O)N(c3ccccc3)C(=O)C21 (centres undefined)
→ 3 | -2 | -2 | -8 | -7 | -5 | -15 | -2
- COc1ccc(CCn2c(-c3ccc(C(C)(C)C)cc3)n[nH]c2=S)cc1OC
→ 1 | 1 | 6 | 8 | -2 | 0 | -15 | -4
- COc1ccc2c(c1)c(CC(=O)Nc1ccc(C)cc1)c(C)n2C(=O)c1ccc(Cl)cc1
→ 5 | 5 | 19 | 3 | -6 | 3 | -23 | 11
- COc1ccc2c(c1)c(/C=N/Nc1ccc(C(=O)O)cc1)c(C)n2C
→ 8 | 3 | 4 | -7 | 4 | -5 | -22 | -4
- COc1ccc2nc(-c3ccco3)c(-c3ccco3)nc2c1
→ 4 | 8 | 39 | -3 | 27 | 22 | 8 | 7
- COc1ccc(-c2nc(NC(=O)c3cc(C(C)(C)C)nn3C)sc2C)cc1
→ 0 | 21 | -9 | 14 | 7 | 2 | 9 | 17
- COc1cccc(C2N(c3ccccn3)C(=O)C3CCCN32)c1OC (centres undefined)
→ 0 | 3 | 0 | -3 | 2 | -2 | 0 | 3
- COc1ccc(-c2noc(CNC(=O)Nc3ccc(F)cc3)n2)cc1
→ -1 | -11 | -11 | 4 | -3 | 2 | 3 | 12
- COc1ccc(N2CCN(c3oc(COc4ccccc4Cl)nc3C#N)CC2)cc1
→ -14 | 0 | 17 | 5 | 2 | -20 | -22 | -9
